# F508del corr: F508del CFTR correction, initial screen, CFBE line, single point | activity (quench increase), % at 7.58 µM | CFBE cells, YFP halide quenching; stimulated with forskolin plus potentiator P3; % fluorescence drop versus neutral controls | 350,000 tested, 0.36% active | AID 720511, 2013;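 active = mean added fluorescence quench of at least 8% versus neutral control, with both replicates also reaching 8%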;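 note: cells transiently co-express mutant CFTR-F508del with the halide-sensitive YFP; corrector assay measuring rescue of mutant channel to the surface after 24 h compound exposure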
# RAD52 inh: RAD52 DNA annealing inhibitors, primary screen, biochemical, FRET, single point, set 2; DNA repair protein RAD52 homolog (Homo sapiens), P43351; recombinant RAD52 DNA annealing, FRET fluorescence; inhibition, % at 18.7 µM; 360,000 tested, 0.46% active;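 active = every replicate showing at least 50% inhibition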
# ARNT-TACC3 inh: disruptors of ARNT/TACC3 protein interaction, primary screen, biochemical, AlphaScreen, single concentration. 390,000 tested, 0.66% active. AlphaScreen His-ARNT PAS-B/GST-TACC3 binding, luminescence; TACC3 fragment carries E629A point mutation. AID 623870, 2012. inhibition, % at 9.99 µM;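 active = mean inhibition of replicates at least 50% and at least half of replicates each reaching 50%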;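 note: 0% = complete ARNT plus TACC3 wells and 100% = ARNT alone without TACC3; many hits fall short of the cut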
# GSIS activator: GLuc luminescence reporter in INS-1E cells, primary screen for activators of glucose-dependent secretion of insulin; INS-1E GLuc reporter insulin secretion, 2-3 h; activation, % at 16.6 µM; 370,000 tested, 0.61% active; AID 743287, 2014;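 active = lowest replicate activation of at least 40%, so every replicate reaches that level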;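 note: 0% = median of neutral control wells and 100% = median of IBMX positive control wells; some compounds called inactive have numbers as strong as hits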
# RAD54 inh: inhibitors of human RAD54 branch migration, primary screen, biochemical, fluorescence, single point; RAD54 Holliday junction branch migration, FAM/BHQ fluorescence; inhibition, % at 10.4 µM; 360,000 tested, 0.14% active; AID 602329, 2012;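 active = mean normalized replicate activity at least 40 and at least half of replicates scoring 40 or more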;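 note: 0% = median of neutral control wells and 100% = median of positive control wells; inhibitors cause a drop in the FAM fluorescence signal; in these data hits start at about 50%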
# ERAP1 HTS inh: human ERAP1 aminopeptidase inhibitors, primary screen, biochemical, single point, plate reader | Endoplasmic reticulum aminopeptidase 1 (Homo sapiens), Q9NZ08 | 340,000 tested, 0.15% active | AID 652197, 2013 | inhibition, % at 10.7 µM | recombinant ERAP1, Leu-AMC fluorescence, 60 min;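 active = mean replicate inhibition of at least 30%, or all replicates individually reaching that 30% level; inactive = mean below 30% and not every replicate reaching it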;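 note: 0% = neutral control wells and 100% = L-leucinethiol positive control wells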
# Target sequence (Q9NZ08 whole entry, looked up): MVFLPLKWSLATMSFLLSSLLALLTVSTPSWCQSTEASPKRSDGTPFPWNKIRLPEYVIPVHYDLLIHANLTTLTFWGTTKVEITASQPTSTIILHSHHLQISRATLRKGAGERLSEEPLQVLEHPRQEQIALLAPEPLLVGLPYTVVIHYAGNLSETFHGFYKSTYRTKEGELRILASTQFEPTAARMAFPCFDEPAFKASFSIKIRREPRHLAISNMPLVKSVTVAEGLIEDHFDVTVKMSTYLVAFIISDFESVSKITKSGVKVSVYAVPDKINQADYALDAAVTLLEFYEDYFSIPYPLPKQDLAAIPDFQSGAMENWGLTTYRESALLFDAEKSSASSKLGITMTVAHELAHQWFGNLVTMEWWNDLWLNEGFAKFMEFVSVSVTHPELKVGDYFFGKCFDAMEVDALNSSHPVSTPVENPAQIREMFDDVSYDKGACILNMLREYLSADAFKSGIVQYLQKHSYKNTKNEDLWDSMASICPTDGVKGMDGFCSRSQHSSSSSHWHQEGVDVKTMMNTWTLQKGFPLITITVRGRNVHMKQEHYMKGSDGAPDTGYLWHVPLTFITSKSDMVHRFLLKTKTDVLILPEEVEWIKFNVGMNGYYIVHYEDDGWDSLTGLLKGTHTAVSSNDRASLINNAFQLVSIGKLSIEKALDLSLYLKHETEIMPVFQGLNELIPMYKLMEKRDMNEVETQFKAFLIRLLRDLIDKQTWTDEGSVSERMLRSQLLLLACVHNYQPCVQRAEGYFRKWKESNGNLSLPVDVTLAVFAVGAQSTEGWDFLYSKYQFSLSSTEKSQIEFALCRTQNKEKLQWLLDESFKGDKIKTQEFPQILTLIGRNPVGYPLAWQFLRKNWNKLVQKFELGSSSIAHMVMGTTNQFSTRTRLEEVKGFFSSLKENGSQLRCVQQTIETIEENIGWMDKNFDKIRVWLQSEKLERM
# XiGFP reactiv: activators of inactive X chromosome reactivation, primary screen, imaging, XiGFP fibroblasts, GFP high-content imaging, set 2; XiGFP mouse fibroblasts, % GFP-positive cells imaging, 3 d; cells co-treated with 5-aza-dC sensitizer; scaled so ellipticine positive control = 100%; activation, % at 7.58 µM; 360,000 tested, 0.055% active;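 active = mean normalized replicate activation at least 10% and every replicate at or above 10%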;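 note: 0% = median of on-plate neutral control wells and 100% = ellipticine 6 µM median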
#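 Material: XiGFP fibroblasts, SV40-immortalized. Buffer or medium: DMEM plus 5-aza-dC sensitizer. Compound: single concentration per compound, delivered by pin transfer. Times: 3 days compound exposure. Controls: ellipticine 6 µM.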
# esBAF inh: Bmi1 luciferase reporter increase in mESCs, primary screen, esBAF inhibitor project, mouse ES cells, Bmi1 luciferase knock-in, single point; 350,000 tested, 2% active; 24 h; 100% = twice the neutral-well signal; reporter increase, % at 12.5 µM; in the data active = activation above about 40%;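 note: 0% = median of the plate's neutral control wells and 100% = double that signal; a rise in the Bmi1 reporter signal indicates esBAF inhibition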
# The depositor's hits bear a star; nt = no result given.
SMILES,F508del corr,RAD52 inh,ARNT-TACC3 inh,GSIS activator,RAD54 inh,ERAP1 HTS inh,XiGFP reactiv,esBAF inh
CN(CC(=O)NC(=O)NC1CCCCC1)CC(=O)Nc1ccc(Cl)cc1,-1.4,-13,nt,-59,1,-1,1.2,0
Cc1cccc(-n2nnc(C(=O)NCc3ccccc3)c2N)c1,nt,nt,-1,2,-1,nt,nt,22
COc1ccc(CCNC(=O)C(=O)NCC2OCCN2S(=O)(=O)c2cc(F)ccc2F)cc1 (stereo not given),-2.0,-8,-4,nt,11,-4,0.1,5
O=C(O)c1ccc2ccc3ccccc3c2c1,2.3,-6,nt,nt,19,nt,0.0,nt
C[C@@H]1CCCCO[C@H](CN(C)Cc2ccc(C(F)(F)F)cc2)[C@H](C)CN([C@@H](C)CO)C(=O)c2cc(NC(=O)CCC(F)(F)F)ccc2O1,2.6,-34,0,-13,-1,-1,-0.5,-7
N#Cc1nc(-c2ccc(F)cc2)oc1N1CCN(C(=O)c2ccco2)CC1,-1.0,-8,-27,11,-7,-4,0.2,3
Cc1cc2c(c(=O)n1CCN(C)C)C(c1ccc(Br)cc1)C(C#N)=C(N)O2 (stereo not given),nt,-27,-1,15,-21,1,nt,3
CO[C@@H]1CN(C)C(=O)c2cc(NC(=O)Nc3cccc(F)c3)ccc2OC[C@@H](C)NC[C@H]1C,0.4,0,0,1,2,0,-0.5,5
O=C(NCc1ccc(Cl)cc1)c1ncn[nH]1,-0.5,-8,6,2,-4,14,0.2,-5
O=C(CC1C(=O)NCCN1Cc1ccc(F)c(F)c1)NCCn1cccn1 (stereo not given),1.0,-35,-3,2,0,-3,0.0,-2
COc1ccc(NC(=O)Nc2cccc3c2O[C@H](CN(C)Cc2ccc(C(F)(F)F)cc2)[C@@H](C)CN([C@H](C)CO)C3=O)cc1,-1.0,-4,3,-14,-7,0,-1.0,15
O=C(c1ccco1)N1CCN(C(=O)c2cccc3c2C(=O)N(Cc2cccnc2)C3)CC1,-1.2,-11,-3,5,-6,1,-0.1,1

# One compound at a time (already shown). Values in the order: F508del corr	RAD52 inh	ARNT-TACC3 inh	GSIS activator	RAD54 inh	ERAP1 HTS inh	XiGFP reactiv	esBAF inh
# Listed for O=C(CC1C(=O)NCCN1Cc1ccc(F)c(F)c1)NCCn1cccn1 (stereo not given) : 1.0	-35	-3	2	0	-3	0.0	-2
# Listed for O=C(O)c1ccc2ccc3ccccc3c2c1 : 2.3	-6	nt	nt	19	nt	0.0	nt
# Listed for O=C(c1ccco1)N1CCN(C(=O)c2cccc3c2C(=O)N(Cc2cccnc2)C3)CC1 : -1.2	-11	-3	5	-6	1	-0.1	1

# Additional compounds follow:
SMILES,F508del corr,RAD52 inh,ARNT-TACC3 inh,GSIS activator,RAD54 inh,ERAP1 HTS inh,XiGFP reactiv,esBAF inh
C[C@@H]1CCCCO[C@H](CN(C)C(=O)c2ccccc2)[C@@H](C)CN([C@H](C)CO)C(=O)c2cc(NC(=O)CCCN(C)C)ccc2O1,1.0,7,10,0,-3,1,0.0,-3
COc1ccc(B(O)O)c(CN2CCN(C(=O)OC(C)(C)C)CC2)c1,5.5,-20,0,-5,4,1,0.1,-4
CC(=O)N/C(=C\c1ccccc1)C(=O)OCC(=O)Nc1cc(S(=O)(=O)N(C)C)ccc1Cl,0.5,-2,-4,-8,nt,-1,-0.1,nt
S=C(NCc1ccccc1Cl)NC1CCCC1,-0.1,11,nt,-12,-5,-2,0.1,0
C[C@@H]1CN([C@H](C)CO)C(=O)c2cc(-c3cccc(F)c3)cnc2O[C@@H]1CN(C)Cc1ccccn1,0.2,-1,3,1,-6,-2,-0.7,1
CCOC(=O)c1cc(C)sc1NC(=O)CSC1=NCCS1,2.9,-8,nt,11,-5,-1,0.3,-10
O=C(CSc1ncnc2ccccc12)NCc1ccc2c(c1)OCO2,-1.7,-10,12,16,nt,5,0.0,nt
Cc1nc(N=C(N)N)nc2ccccc12,1.7,61*,-4,29,nt,1,0.0,nt
Cc1ccc(CCNS(=O)(=O)c2ccc3c(c2)NC(=O)C(C)C(=O)N3)cc1 (stereo not given),-5.2,-15,-5,nt,-9,0,-0.1,5
O=C(Cc1ccccn1)N1CC(=O)N2[C@@H](CO)[C@H](c3ccc(C#CCC4CCCC4)cc3)[C@@H]2C1,7.9,10,nt,18,nt,1,0.0,nt
Cc1ccc(NS(=O)(=O)c2ccc3c(c2)NC(=O)CCS3)c(Br)c1,0.4,0,-1,19,-2,3,0.0,-1
C[C@H]1CN([C@@H](C)CO)C(=O)Cc2cc(NC(=O)CCN3CCOCC3)ccc2O[C@@H]1CN(C)S(C)(=O)=O,-0.4,3,-1,16,-6,-1,0.0,-1
Cc1cc(C(=O)Cn2nc(C(=O)O)c3ccccc3c2=O)c(C)n1-c1ccc(F)cc1,nt,-13,2,32,nt,2,0.4,48*
O=C(Oc1ccccc1-c1csnn1)c1cccs1,-1.2,-6,-3,0,nt,0,0.0,nt
Nc1ncnc(Nc2cccc(F)c2)n1,1.8,-5,-7,13,nt,1,0.1,nt
CCCCn1c(SCC(=O)N2CCCC2=O)nc2cc(S(N)(=O)=O)ccc21,-4.2,-11,3,3,-15,1,0.0,-2
C[C@@H]1CCc2cnnn2COC[C@@H](Cc2ccccc2)NC1=O,nt,12,nt,14,nt,4,0.2,nt
Cc1ccc(C(=O)Nc2cccc(NC(=O)c3ccc(C)c([N+](=O)[O-])c3)n2)cc1[N+](=O)[O-],5.0,-10,-4,-7,3,-2,0.0,18
COC(=O)C1=C(C)N(Cc2cccc(C(F)(F)F)c2)C(=NCc2ccccc2C(F)(F)F)NC1c1cccc(C(F)(F)F)c1 (stereo not given),3.8,14,nt,nt,nt,2,0.8,nt
NC(=O)c1ccc(NC(=O)COC(=O)c2c[nH]c3ccccc23)cc1,-2.9,-6,-9,3,14,-2,1.7,2
COC1CCN(C(=O)C2CCC(=O)N(C3CCCCCC3)C2)CC1 (stereo not given),-0.9,-22,0,36,-2,-1,0.3,56*
COc1ccccc1S(=O)(=O)N1CC[C@@H]2[C@H]1c1cc(-c3cccc(C#N)c3)ccc1N[C@@H]2CO,0.6,nt,11,-2,3,nt,-0.1,-3
C[C@H](CO)N1C[C@H](C)[C@H](CN(C)S(=O)(=O)c2ccc(F)cc2)Oc2ccc(NS(=O)(=O)c3ccccc3)cc2C1=O,-2.1,nt,nt,-9,nt,nt,0.1,2
C[C@@H]1CN([C@H](C)CO)C(=O)c2cc(-c3cccnc3)cnc2O[C@@H]1CN(C)C(=O)Cc1cccnc1,-1.3,-9,-7,24,3,1,-0.9,1

# The list goes on, starting with the last seven of the part before.
SMILES,F508del corr,RAD52 inh,ARNT-TACC3 inh,GSIS activator,RAD54 inh,ERAP1 HTS inh,XiGFP reactiv,esBAF inh
Cc1ccc(C(=O)Nc2cccc(NC(=O)c3ccc(C)c([N+](=O)[O-])c3)n2)cc1[N+](=O)[O-],5.0,-10,-4,-7,3,-2,0.0,18
COC(=O)C1=C(C)N(Cc2cccc(C(F)(F)F)c2)C(=NCc2ccccc2C(F)(F)F)NC1c1cccc(C(F)(F)F)c1 (stereo not given),3.8,14,nt,nt,nt,2,0.8,nt
NC(=O)c1ccc(NC(=O)COC(=O)c2c[nH]c3ccccc23)cc1,-2.9,-6,-9,3,14,-2,1.7,2
COC1CCN(C(=O)C2CCC(=O)N(C3CCCCCC3)C2)CC1 (stereo not given),-0.9,-22,0,36,-2,-1,0.3,56*
COc1ccccc1S(=O)(=O)N1CC[C@@H]2[C@H]1c1cc(-c3cccc(C#N)c3)ccc1N[C@@H]2CO,0.6,nt,11,-2,3,nt,-0.1,-3
C[C@H](CO)N1C[C@H](C)[C@H](CN(C)S(=O)(=O)c2ccc(F)cc2)Oc2ccc(NS(=O)(=O)c3ccccc3)cc2C1=O,-2.1,nt,nt,-9,nt,nt,0.1,2
C[C@@H]1CN([C@H](C)CO)C(=O)c2cc(-c3cccnc3)cnc2O[C@@H]1CN(C)C(=O)Cc1cccnc1,-1.3,-9,-7,24,3,1,-0.9,1
COC(=O)c1ccc(NC(=O)CN2C(=O)NC3(CCC(C)CC3)C2=O)cc1 (stereo not given),3.5,-3,1,8,6,0,0.1,-3
O=C(Cn1nc(CNc2ccc(Cl)cc2)[n+]2c1CCCCC2)c1ccccc1,-1.6,17,1,0,4,3,0.2,8
COc1ccc(-c2cc(C(=O)N3CCCCCC3)c3ccccc3n2)cc1,-1.1,-11,3,1,nt,-3,-0.1,9
COc1cc(NC(=O)COC(=O)Cc2ccsc2)cc(OC)c1,-3.9,0,4,-4,0,0,0.3,0
CCN(CCNC(=O)C1CCN(S(=O)(=O)c2cccc3cccnc23)CC1)c1ccccc1,-0.8,-22,7,1,1,nt,0.0,1
O=C(c1ccc(F)cc1)C1CCN(Cc2ccccc2)CC1,0.9,-11,-5,13,-2,1,0.1,8
CCC1C(=O)NCCN1C(=O)c1ccc(OC)c(OC2CCN(C(C)=O)CC2)c1 (stereo not given),-2.8,-3,-2,0,-7,-1,0.0,-6
CC1=C(C(=O)N(C(C)C)C(C)C)CC(CC(=O)NC2CCCC2)C(=O)N1CCC1=CCCCC1 (stereo not given),3.0,-16,nt,-7,0,-3,0.1,-4
Cc1nnc(SCc2ccccc2)[nH]c1=O,1.2,-15,nt,12,nt,0,-0.1,nt
Cc1ccc(S(=O)(=O)Nc2ccc3c(c2)C(=O)N([C@@H](C)CO)C[C@H](C)[C@H](CN(C)S(C)(=O)=O)O3)cc1,-1.3,8,0,9,4,-1,-0.1,-8
O=C(O)C1=C[C@@H](c2ccc(F)cc2)C[C@@H](OCCCCO)O1,-2.1,-11,2,12,2,1,0.0,2
CC(C)c1ccc(N(C(=O)CNC(=O)c2ccco2)C(C(=O)NC2CCCC2)c2cccnc2)cc1 (stereo not given),-0.3,-15,-6,-2,nt,4,0.5,-6
CCCCn1nnnc1NCc1ccc(C)cc1,-3.2,-8,-7,-1,-8,1,0.0,-13
COc1cccc(CNC(=O)C[C@@H]2CC[C@H](NS(=O)(=O)c3ccccc3OC)[C@H](CO)O2)c1,0.8,-6,nt,12,0,-1,1.2,-7
CCCC(=O)Nc1ccc(NCc2ccc(C)s2)cc1,-5.9,-25,-3,-4,-1,0,0.0,12
COc1ccccc1CNS(=O)(=O)c1ccc(N2CCCC2)cc1Br,4.1,-9,-4,-8,10,-5,0.0,-2
C[C@@H]1CN([C@H](C)CO)C(=O)Cc2cc(NC(=O)NC3CCCCC3)ccc2O[C@@H]1CN(C)S(C)(=O)=O,1.3,-11,-2,11,7,0,0.0,0
COc1ccccc1/C=C/C=N/n1c(-c2ccccc2)n[nH]c1=S,-0.2,-13,1,20,nt,0,0.2,nt
O=C(O)C[C@@H]1C[C@H]2c3cc(NC(=O)Nc4ccccc4F)ccc3O[C@H]2[C@H](CO)O1,-0.6,8,-10,-4,7,2,0.0,-5
COc1ccc(N2C3=[N+](CCCC3)CC2(C)O)cc1 (stereo not given),nt,nt,-1,-8,3,nt,nt,0
CNC[C@H]1Oc2ncc(-c3ccccc3F)cc2C(=O)N([C@H](C)CO)C[C@H]1C,-0.7,-12,3,39,2,5,-0.1,10

# Single entries from the list:
# esBAF inh, `Cc1ccc(NS(=O)(=O)c2ccc3c(c2)NC(=O)CCS3)c(Br)c1` : -1
# F508del corr, `CC(=O)N/C(=C\c1ccccc1)C(=O)OCC(=O)Nc1cc(S(=O)(=O)N(C)C)ccc1Cl` : 0.5
